Screening results (PubChem)
TNAP pNPP inh = human TNAP enzyme inhibitors, primary screen, biochemical, colorimetric, p-nitrophenol readout | purified TNAP, pNPP hydrolysis, absorbance 405 nm | inhibition, % at 20 µM | 21,000 tested, under 10 active | AID 615, 2007;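 also: 0% = DMSO only wells and 100% = 1 mM levamisole wells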
Target sequence (P05186 whole entry, looked up): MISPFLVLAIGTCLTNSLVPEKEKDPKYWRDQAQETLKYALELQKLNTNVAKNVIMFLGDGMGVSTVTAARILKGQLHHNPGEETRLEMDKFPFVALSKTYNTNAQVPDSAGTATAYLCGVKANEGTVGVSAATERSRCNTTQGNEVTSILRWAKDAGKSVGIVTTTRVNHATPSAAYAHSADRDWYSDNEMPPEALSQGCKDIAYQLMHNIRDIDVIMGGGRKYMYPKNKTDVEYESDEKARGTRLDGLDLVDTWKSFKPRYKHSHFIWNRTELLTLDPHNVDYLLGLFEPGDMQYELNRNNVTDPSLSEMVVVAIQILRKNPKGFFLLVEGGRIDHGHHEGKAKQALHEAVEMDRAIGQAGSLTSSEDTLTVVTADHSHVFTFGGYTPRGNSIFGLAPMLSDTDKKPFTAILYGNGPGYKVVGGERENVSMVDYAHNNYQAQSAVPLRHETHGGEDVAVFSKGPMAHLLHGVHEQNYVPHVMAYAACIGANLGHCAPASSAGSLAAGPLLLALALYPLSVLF
TNAP inh Pi = human TNAP enzyme inhibitors, primary screen, biochemical, colorimetric, phosphate release readout; Alkaline phosphatase, tissue-nonspecific isozyme (Homo sapiens), P05186; purified TNAP, pNPP, malachite green phosphate absorbance; inhibition, % at 20 µM; 21,000 tested, under 10 active; AID 614, 2007
Numbers without * were called inactive.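 The calls were made as follows: active = inhibition above 50% at the 20 µM single-dose screen; inactive = the rest.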

SMILES | TNAP pNPP inh | TNAP inh Pi
O=C(CNC(=O)c1ccco1)NCC(=O)OCc1cccc(C(=O)Oc2ccccc2)c1 | 0.7 | -11.7
Cc1ccc(CNc2oc(-c3ccco3)nc2C#N)cc1 | 7.0 | 7.9
Cc1c(NS(=O)(=O)c2ccc(Br)s2)c(=O)n(-c2ccccc2)n1C | 5.7 | 12.2
O=C1NC2(CCCCC2)Oc2ccccc21 | 4.0 | 6.8
CN(C1CCS(=O)(=O)C1)S(=O)(=O)c1cccc2nsnc12 (stereo not given) | 10.9 | 14.5
Cc1cc(C)nc(SCC(=O)N2CCCCC2)n1 | 6.6 | 13.0
Cc1ccc(CC2S/C(=C(/C#N)C(=O)NCc3ccco3)N(c3ccccc3)C2=O)cc1 (stereo not given) | 2.3 | 9.0
CN(C)CCCn1c(NC(=O)C2CCCCC2)nc2ccccc21 | 7.2 | 13.2
Clc1ccc(OCc2nn3c(-c4ccco4)nnc3s2)cc1 | 7.3 | 16.0
Cc1ccc(S(=O)(=O)c2cc3c(=O)n4ccccc4nc3n(C)c2=N)cc1 | 1.6 | 12.1
COc1cccc(OC)c1OCCOCCn1cnc2ccccc2c1=O | -4.0 | -17.6
CCOC(=O)c1c(C)[nH]sc1=S | 1.0 | -20.5
N#Cc1cccc(-n2c(-c3ccccc3)nnc2-c2ccccc2)c1C#N | -8.8 | -14.8
c1ccc(Cn2c(NCc3ccco3)nc3ccccc32)cc1 | 4.9 | 15.2
COc1ccc(C(=O)Cn2nnc(-c3ccccc3F)n2)cc1 | 7.2 | -9.4
COc1cc(CC(=O)OCC(=O)Nc2ccc(S(=O)(=O)N3CCCC3)cc2)cc(OC)c1OC | 4.9 | -8.4
CCCn1c(SCC(=O)OCc2ccccc2)nc2c1c(=O)n(C)c(=O)n2C | 3.3 | 6.8
CCOC(=O)Oc1ccc2c(c1)C(C)=CC(C)(C)N2C(=O)OCC | 4.0 | 7.7
CCc1cccc(CC)c1N(COC)C(=O)Cn1c(CO)nc2ccccc21 | 5.6 | 7.0
CC1(C)CC(N2CCC(=O)N(C3CC(C)(C)NC(C)(C)C3)C2)CC(C)(C)N1 | 6.3 | -17.6
CCCCn1c(SCC(=O)Nc2cc(NC(=O)c3ccco3)ccc2C)nc2ccccc2c1=O | 5.0 | 7.5
CCCc1cc(=O)[nH]c(SCC(=O)N(C)CC(=O)Nc2ccccc2CC)n1 | 0.4 | 8.6
COc1cc(NC(=O)Cc2cccs2)cc(OC)c1 | -0.6 | 4.0
Cc1ccccc1-c1cc(-c2ccccc2O)n[nH]1 | 2.4 | 12.2
CCOC(=O)c1ccc(N=CC2=C(O)CC(c3ccco3)CC2=O)cc1 (stereo not given) | 5.5 | 11.5
Cc1cc(C)nc(NC(=O)c2c(-c3ccccc3Cl)noc2C)n1 | 4.1 | 6.8
CC1(C)CC(=O)C=C(N=CC2=C(O)CC(C)(C)CC2=O)C1 | 4.1 | 3.8
CCOC(=O)Nc1cc(C)c(Cl)cc1OC | 4.9 | 5.5
COc1cc(-c2nnc(SCC#CCO)o2)cc(OC)c1OC | 1.8 | 10.2
CCOC(=O)c1c(C)cccc1OCC(N)=O | 3.7 | 9.5
COCCn1nnnc1C(c1ccc2ncccc2c1)N1CCN(c2ccccc2F)CC1 (stereo not given) | 3.0 | 9.1
CC(=O)Nc1ccc(S(=O)(=O)N2C3CCCC2CC(NC(=O)C2CCCCC2)C3)cc1 (stereo not given) | 4.7 | 14.6
O=C(O)c1ccccc1COc1ccccc1Cl | 4.3 | 6.3
O=C(O)c1ccc(-c2ccccc2Cl)o1 | 0.0 | 0.0
CCOC(=O)CC(=O)CSc1[nH]c(=O)cc(C)c1C#N | 0.8 | -4.4
COCc1nnc(NC(=O)c2ccco2)s1 | 1.9 | 5.5
CCOC(=O)c1oc2cc(O)cc(C)c2c(=O)c1-c1cscn1 | 1.4 | 6.0
COC(=O)c1ccc(Cn2c(O)c(N=O)c3ccccc32)o1 | -8.4 | -12.6
O=S(=O)(c1ccccc1)N(CC(O)CN1CCCCC1)c1ccccc1 (stereo not given) | -1.4 | 3.6
COc1cccc2cc(-c3nnc(SCC(=O)Nc4nc(C)cs4)n3C)oc12 | 4.9 | -19.5
Cc1nn(-c2ccccc2C(=O)O)c(=O)c2ccccc12 | 7.3 | 1.5
CCOC(=O)Cn1c(C(=O)OCC)cc2sccc21 | 0.0 | 0.0
O=C(CNC(=O)c1ccccc1)NCCc1nc2ccccc2[nH]1 | 4.8 | 10.3
COc1cc(=O)[nH]c(=O)n1CC(=O)c1ccccc1 | 2.4 | 7.1
Cc1ccc(S(=O)(=O)Nc2ccc(Br)cc2/C=N/n2cnnc2)cc1 | 1.8 | 9.1
O=C(NCCC1=CCCCC1)C1CCN(S(=O)(=O)c2ccc(-n3cnnn3)cc2)CC1 | 7.1 | 9.0
COc1cccc(NC(=O)Cn2c(=O)oc3ccccc32)c1 | 0.0 | 0.0
CCc1ccc2[nH]c(=O)c(C(c3nnnn3CCOC)N3CCN(c4ccccc4F)CC3)cc2c1 (stereo not given) | 2.5 | 8.3
O=C(CN(Cc1ccc2c(c1)OCO2)C(=O)c1cnsn1)NC1CCCC1 | 5.7 | 8.1
O=C(CCC(=O)Nc1nnc(C2CCCCC2)s1)NCc1cccs1 | 4.7 | 8.8
O=C(c1ccc(Cl)cc1)C1C2C(=O)N(c3ccccc3)C(=O)C2C2CCCN21 (stereo not given) | 4.5 | 8.4
O=C(O)CCSc1nnc(-c2ccc3c(c2)OCO3)o1 | 3.6 | 8.9
Cn1c(=O)c2c(nc(CN3CCN(Cc4ccccc4)CC3)n2CCN2CCOCC2)n(C)c1=O | 0.2 | 6.4
O=C(COc1ccccc1)Nn1cnc2ccccc21 | 4.3 | 19.2
N#Cc1c(N)nc(SCc2ccccc2)c(C#N)c1-c1ccco1 | -8.2 | -1.8
COc1ccc(CNC(=O)C2CCCN2S(=O)(=O)c2ccc(C)cc2)cc1 (stereo not given) | 0.0 | 0.0
Cc1ccc(N2CC(C(=O)NCc3cccnc3)CC2=O)cc1 (stereo not given) | 4.8 | -7.2
CN1/C(=N\O)c2cccc3cccc1c23 | -0.6 | 8.4
ClC(Br)=C(n1cnc2ccccc21)n1cnc2ccccc21 | 0.0 | 0.0
CC1CCN(S(=O)(=O)c2ccc(NC(=O)Cn3nnc(-c4ccccc4)n3)cc2)CC1 | 1.8 | 8.3

Part of the list above, with the structure last.
TNAP pNPP inh | TNAP inh Pi | Compound
2.5 | 8.3 | CCc1ccc2[nH]c(=O)c(C(c3nnnn3CCOC)N3CCN(c4ccccc4F)CC3)cc2c1 (stereo not given)
0.2 | 6.4 | Cn1c(=O)c2c(nc(CN3CCN(Cc4ccccc4)CC3)n2CCN2CCOCC2)n(C)c1=O
4.5 | 8.4 | O=C(c1ccc(Cl)cc1)C1C2C(=O)N(c3ccccc3)C(=O)C2C2CCCN21 (stereo not given)

The listing continues.
SMILES | TNAP pNPP inh | TNAP inh Pi
Cc1ccc(NC(=O)CS(=O)CC(=O)Nc2ccc3c(c2)OCO3)cc1Cl (stereo not given) | 5.3 | -4.2
CC(=O)Oc1ccc(C(c2ccc(OC(C)=O)cc2)c2ccccn2)cc1 | 7.9 | 13.2
C=CCn1c(COc2ccc(CC)cc2)nnc1SCC(=O)N(C)C1CCS(=O)(=O)C1 (stereo not given) | 2.6 | 7.4
COc1ccc(Oc2ncnc3c2oc2ccc(Br)cc23)cc1 | 2.6 | 9.5
CCn1cc(C(=O)O)c(=O)c2ccc(C)nc21 | 2.5 | 6.6
COc1ccc(N2CCN(C(c3ccccc3OC)c3nnnn3Cc3ccco3)CC2)cc1 (stereo not given) | 7.5 | 19.1
COC(=O)c1ccc(OCC(O)CN(CCO)CCO)cc1 (stereo not given) | 8.9 | 8.3
CCCCOc1ccccc1NC(=O)c1ccc(=O)[nH]c1 | 0.0 | 0.0
COCCn1c(SC(C)C(=O)Nc2ccc3c(c2)OCCO3)nc2ccccc2c1=O (stereo not given) | 4.0 | 2.3
CN(C(=O)CSc1nc2ccccc2n1CCc1ccccc1)C1CCS(=O)(=O)C1 (stereo not given) | 4.1 | 9.4
COCCn1c(C)cc(C(=O)COC(=O)C23CC4CC(CC(O)(C4)C2)C3)c1C | 4.1 | 0.1
COC(=O)C1C(O)=C(C=NCC(C)N=CC2=C(O)C(C(=O)OC)C(C)(C)CC2=O)C(=O)CC1(C)C (stereo not given) | 8.4 | 17.4
O=C(Nc1nc(-c2ccc(S(=O)(=O)N3CCCC3)cc2)cs1)c1cccs1 | 0.0 | 0.0
CCn1nc(-c2ccccc2)c2nc3ccccc3nc21 | 1.9 | 8.4
O=C(Nc1ccc2c(c1)OCO2)c1cnn2cccnc12 | -0.8 | 4.4
CCC1CCCCN1S(=O)(=O)c1ccc(NC(=O)CSc2ncccc2C(=O)O)cc1 (stereo not given) | -1.7 | 4.9
O=C1c2ccccc2C(=O)N1CCCOCc1c[nH]c(=O)[nH]c1=O | 5.8 | -8.8
O=C1OCCC1Sc1nc2ccccc2n1Cc1ccccc1 (stereo not given) | 1.8 | 14.0
O=C(O)c1cccc(Cn2cc(Br)cn2)c1 | 6.4 | 6.8
Cc1ccc(NC2=Nc3ccccc3CS2)cc1 | -14.1 | -4.5
CCn1ncc(Br)c1C(=O)Nc1nccs1 | 3.1 | 9.9
COc1ccc(CCn2nnnc2C(CC(C)C)N2CCN(c3ncccn3)CC2)cc1OC (stereo not given) | 8.5 | 9.5
CCn1c(SCC(=O)Nc2nc3c(s2)CCCC3)nc2c1c(=O)n(C)c(=O)n2C | 0.0 | 0.0
CC(Nc1cc(=O)n(C)c(=O)n1C)c1ccccc1 (stereo not given) | 1.7 | -12.4
CC(C)CCOc1ccc(Cl)cc1CN1CCOCC1 | 3.3 | 3.8
COCCCNC(=O)C(C#N)c1nc2ccccc2nc1N1CCN(Cc2ccccc2)CC1 (stereo not given) | -2.3 | 3.3
O=C(NC1CCCC1)c1ccc(COCC(F)(F)F)o1 | -0.1 | -14.2
CCN1CCN(Cc2nc(N)nc(Nc3ccc(C)c(C)c3)n2)CC1 | -2.7 | 8.6
COc1cccc(OCCn2c(C)c(/C=N/n3cnnc3)c3ccccc32)c1 | -11.6 | -4.0
O=c1cc(NCc2ccccc2)nc2n1CCCS2 | -0.8 | -3.9
Cc1cccc(N)c1SC1CCCCC1O (stereo not given) | 5.6 | 9.2
COc1cccc(C2C(C(=O)c3cc4cccc(OC)c4o3)=C(O)C(=O)N2c2cc(C)on2)c1OC (stereo not given) | -3.3 | 12.0
Cc1ccccc1N(CC(=O)Nc1ccc(F)cc1)S(C)(=O)=O | 6.4 | 10.9
CC(C)(C)c1nn(-c2ccccc2)c2[nH]c(=O)c(CNCc3ccco3)cc12 | 6.0 | 12.5
CCOc1ccc(N2C(=O)CC(N3CCN(c4ccccc4F)CC3)C2=O)cc1 (stereo not given) | 3.9 | 11.5
COC(=O)C1C(=O)CC(C)(O)C(C(=O)OC)C1c1ccccc1F (stereo not given) | 1.5 | 7.8
COC(=O)C1(C)NC(c2ccc(O)cc2)C2C(=O)N(c3ccc4c(c3)OCCO4)C(=O)C21 (stereo not given) | -2.1 | 4.8
Cc1ccc(S(=O)(=O)Cn2nnnc2CN2CCN(Cc3ccc4c(c3)OCO4)CC2)cc1 | 1.3 | -14.6
NNC(=O)c1ccncc1 | -1.0 | 5.5
c1ccc(CCc2nc(-c3ccccn3)no2)cc1 | 2.3 | -2.2
Clc1ccc(Cc2noc(Cc3ccccc3)n2)cc1Cl | 1.8 | 6.4
COc1ccc(N2CCn3c2nc2c3c(=O)n(CCCc3ccccc3)c(=O)n2C)c(OC)c1 | 5.6 | 2.7
Cc1cc(C)n(-c2nc(C)nc(NCc3ccccc3)n2)n1 | 9.5 | 5.2
CC(=O)Nc1cc(NC(=O)C2C3C=CC(C3)C2C(=O)O)ccc1Cl (stereo not given) | 1.8 | 6.2
CC(C)CCNC(=O)NC(=O)COC(=O)C1=COCCO1 | 0.4 | 13.0
CC1CC(=O)C=C(O)C1C(=O)OC(C)(C)C (stereo not given) | 1.8 | -17.7
O=C(NC1CCCC1)C1CCCN1C(=O)Nc1ccccc1Cl (stereo not given) | 8.7 | 10.1
Cc1cccc2cc3c(nc12)SC(=NCC1CCCO1)N(Cc1ccco1)C3 (stereo not given) | 5.5 | 12.2
CCOC(=O)N1CCN(C(=O)CN(Cc2ccc(Cl)cc2)S(C)(=O)=O)CC1 | 1.7 | 10.1
COc1ccc2[nH]c(=O)c(CN(Cc3cccnc3)C(=O)Nc3ccccc3)cc2c1 | -4.8 | -3.5
CN(C)C(=O)Nc1ccc(F)cc1F | 8.0 | 11.0
Cc1cc2nnc(SC3CCOC3=O)n2c2ccccc12 (stereo not given) | 3.4 | 12.2
Nc1nc(-c2cccnc2)nn1C(=O)c1ccco1 | 0.7 | 7.7
COC(=O)c1ccc(N2C(=O)CC(N3CCN(C(=O)c4ccco4)CC3)C2=O)cc1 (stereo not given) | 3.3 | -3.5
Cn1c(C(C#N)C2=C(Cl)C(=O)N(c3ccccc3)C2=O)nc2ccccc21 (stereo not given) | 0.0 | 0.0
COc1ccccc1-c1noc(-c2ccccc2C(=O)N2CCOCC2)n1 | 2.9 | 7.6
Cc1ccc(S(=O)(=O)N(CC(O)CN2CCCC2)c2ccccc2)cc1 (stereo not given) | 4.3 | 7.5
OC(COc1ccc2ccccc2c1Br)Cn1ccnc1 (stereo not given) | 2.1 | 9.6

5 of the compounds above, with values under each structure.
Order of values – TNAP pNPP inh, TNAP inh Pi
Cc1cccc2cc3c(nc12)SC(=NCC1CCCO1)N(Cc1ccco1)C3 (stereo not given)
 : 5.5, 12.2
Cn1c(C(C#N)C2=C(Cl)C(=O)N(c3ccccc3)C2=O)nc2ccccc21 (stereo not given)
 : 0.0, 0.0
CCOC(=O)N1CCN(C(=O)CN(Cc2ccc(Cl)cc2)S(C)(=O)=O)CC1
 : 1.7, 10.1
Cc1ccc(S(=O)(=O)N(CC(O)CN2CCCC2)c2ccccc2)cc1 (stereo not given)
 : 4.3, 7.5
CC1CC(=O)C=C(O)C1C(=O)OC(C)(C)C (stereo not given)
 : 1.8, -17.7

Some of the compounds tested, so the mix of outcomes need not match the whole.
